Nrf2 activator: activators of Nrf2 (ARE) signaling. AREc32 ARE-luciferase reporter (MCF7-derived line), luminescence, 24 h. Potency, µM (doses to about 46.1 µM), for inactives: at the top dose activation, actives largely listed as activators. 410,000 compounds, 0.31% hits. AID 624171; note: potency is the fitted concentration of half-maximal effect; % of control where 0% means no effect; nearly all actives have a fitted effect of over 65% in size
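AREc32_Fluc, 1000 cells/well, OPTI-MEM + 5% FBS, o/n 37 deg C 5% CO2; 23 nL cpd by pin tool, 24 hr; Steady-Glo 30 min RT, luminescence.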
Nrf2 inh: blocks Nrf2 signaling; 360,000 compounds, 2.1% hits; A549 ARE-Fluc reporter, luciferase luminescence, 18-24 h; AID 504444; Potency, µM (series often up to 46 µM), for inactives: at the top dose activity change, negative = inhibition, hits mostly inhibitors; note: potency is the fitted concentration of half-maximal effect; % is set by controls: 0 for no effect and ±100 for the full control effect; nearly all actives have a fitted effect of over 60% in size
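In this cell-based qHTS, ARE-driven firefly luciferase in A549 cells reports Nrf2 activity; the luminescent signal after BugLite lysis is the measured value, with a prior CellTiter-Fluor read for cell health.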
CCT chaperon mod: modulators of cytosolic chaperonin (CCT/TRiC) activity; 360,000 compounds, 0.3% hits; activity change, % (test concentration not listed), hits read low; AID 651819; purified chaperonin ATPase assay, HTRF ADP detection, 30 min; in the data active = activity change below about -30%; note: % is set by controls: 0 for no effect and ±100 for the full control effect
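TRiC at 40 or 20 nM final (batch-dependent) in 30 mM Tris pH 7.4, 100 mM KCl, 5 mM MgCl2, 1 mM DTT, with compound at single 76 uM and 10 uM ATP, 30 min at 37 deg C. ADP detected by HTRF Transcreener, 665/615 ratio.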
HepG2 tox: kills HepG2 cells in TGF-b inhibitor counter-screen; Potency, µM (doses to about 46.1 µM), without a hit: at the highest dose activity change, negative = cytotoxicity, most hits filed as cytotoxic; 410,000 compounds, 0.76% hits; HepG2 CAGA-GFP viability, ATP luminescence, 18 h; note: potency is the fitted concentration of half-maximal effect; some results filed as inactive show a strong effect at the top dose
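HepG2 CAGA-GFP cells (1000/well, DMEM with 1% FBS) received compound, then TGF-beta at 500 pg/mL final, and were incubated 18 hours at 37 degrees C. Viability was read by CellTiter-Glo luminescence. Media-only wells were set as complete cell-killing and DMSO as no toxicity.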
ATXN viability: viability counter-screen for ATXN expression inhibitors. Potency, µM (series often up to 56.7 µM), usual class: cytotoxic. 400,000 compounds, 0.49% hits. S2 cells (HEK-293 line with an ATXN2-luciferase reporter) viability, CellTiter-Fluor protease fluorescence, 24 h. AID 651635; note: potency is the fitted concentration of half-maximal effect; nearly all actives have a fitted effect of over 40% in size
TGFb SMAD3 inh: blocks TGF-b signaling | HepG2 CAGA-GFP TGF-b/SMAD3 reporter, GFP fluorescence, 18 h; TGF-beta stimulated, 500 pg/mL final | Potency, µM (highest dose often 46.1 µM), inactives show at the highest dose activity, negative = inhibition, usual class: inhibitors | 410,000 compounds, 1.2% hits; note: potency is the fitted concentration of half-maximal effect; % is set by controls: 0 for no effect and ±100 for the full control effect; nearly all actives have a fitted effect of over 65% in size
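HEPG2 CAGA-GFP reporter cells (1000/well, DMEM with 1% FBS) received compounds, then recombinant TGF-beta at 500 pg/mL final for 18 hours at 37 degrees C. Per-cell GFP summed per well was normalised to unstimulated and stimulated DMSO controls before curve fitting.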
pAkt inh: Akt phosphorylation inhibition | Neuro2A IGF-stimulated pAkt S473 HTRF, 20 min; active compounds read low | activity change, % for hits at 50 µM | 360,000 compounds, 0.32% hits; in the data active = activity change below about -80%; inconclusive = mostly about -51% to -80%; note: % is set by controls: 0 for no effect and ±100 for the full control effect
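Neuro2A cells in DMEM with 0.5% FBS, overnight at 37 deg C, given compound at single 50 µM final, then IGF (6 nM final) for 20 min at 37 deg C. Lysed; phospho-Akt Ser473 by HTRF after 24 h, 665/615 ratio.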
MmCpn inh: blocks the Methanococcus maripaludis chaperonin Mm-Cpn; 330,000 compounds, 0.031% hits; AID 504842; purified Mm-Cpn ATPase, ADP Transcreener TR-FRET; Potency, µM (series often up to 76.9 µM), without a hit: at the top dose activity, negative = inhibition, hits mostly inhibitors; note: potency is the fitted concentration of half-maximal effect; % is set by controls: 0 for no effect and ±100 for the full control effect; nearly all actives have a fitted effect of over 80% in size
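ATPase turnover read by TR-FRET ADP competition (Eu cryptate antibody/ADP-d2, 665/590 nm): 10uM ATP final, 25nM Mm-CPN final, 30 min 37degC after 10-min compound preincubation, pH 7.4 Tris/KCl/MgCl2/DTT buffer.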
A549 tox: counter-screen for Nrf2 inhibitors: cytotoxicity in A549 cells; A549 ARE-Fluc cells, CellTiter-Fluor viability, 18-24 h; Potency, µM (top dose mostly 46 µM), for the others: at the highest dose activity change, negative = cytotoxicity, hits mostly inhibitors; 390,000 compounds, 0.16% hits; AID 504648; note: potency is the fitted concentration of half-maximal effect; % is set by controls: 0 for no effect and ±100 for the full control effect
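A549 ARE-Fluc cells in 5% FBS OPTI-MEM, 5000 cells/well, rested 2 h then exposed to compounds in concentration-response for 18-24 h at 37 °C. Viability by CellTiter-Fluor fluorescence (Ex 405/Em 525) after 30 min; luciferase luminescence (BugLite, 15 min, RT) read afterwards.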
Numbers without * were called inactive; i = inactive; ? = inconclusive; nt = not tested or not shown; & = joins results of further samples; [ ] = dose if it differs, or a comment. Unless noted, calls come from the whole dose curve; as a rule, active = well fitted curve in the direction sought with a large enough effect; inconclusive = small, poorly fitted or top-dose-only effect, or another doubt; inactive = no such curve, though single readings can be large; an effect the other way counts as inactive or inconclusive.

Each structure is followed by: ATXN viability	MmCpn inh	CCT chaperon mod	Nrf2 inh	TGFb SMAD3 inh	pAkt inh	HepG2 tox	A549 tox	Nrf2 activator
O=C(c1ccc(NS(=O)(=O)c2ccc3[nH]c(=O)[nH]c3c2)cc1)N1CCN(c2ccccc2O)CC1
    i	-2%	0.0	-25%	-1%	i	2%	1%	0.1%
COCCNC(=O)c1nn2c(C(F)(F)F)cc(-c3ccccc3)nc2c1Br
    ?	nt	-0.6	nt	-5%	i	-5%	nt	7.9%
COC(=O)/C(=C/Nc1cccc2ccccc12)[N+](=O)[O-]
    i	-5%	-3.1	5%	-26%	i	-27%	-4%	4.2%
O=C(NCc1ccc2c(c1)OCO2)Nc1ccc(Cl)cc1
    i	-3%	-4.4	27%	0%	i	-28%	-1%	0.4%
O=C(Nc1ccccn1)C1(c2ccccc2)CCCC1
    i	1%	-0.5	nt	8%	i	-14%	8%	-0.1%
COc1ccc(N=Nc2cc(-c3ccccc3)ccc2O)cc1
    i	-4%	1.4	6%	-17%	i	-19%	?	-0.6%[9.22 µM]
Cc1ccc(S(=O)(=O)N2CCN(Cc3ccsc3)CC2)cc1
    i	1%	0.1	-11%	-8%	i	-16%	2%	0.0%
CCN(C(=O)CSc1nc2ccccc2n1CC(=O)N(C)C1CCCCC1)c1ccccc1
    i	nt	nt	nt	-11%	nt	-5%	0%	0.0%
O=C(CSc1ncnc2c1nnn2Cc1ccccc1)NC1CCCCC1
    ?	1%	-2.0	?	7%	i	-6%	-7%	-0.2%
COc1cc(/C=N/NC(=O)c2cccnc2)ccc1OCC(=O)Nc1ccccc1Cl
    i	1%	0.7	13%	-1%	i	-17%	1%	4.0%
C=CCn1c(SCC(=O)c2[nH]c(C)c(C(=O)OCC)c2C)nc2scc(-c3ccc(OC)c(OC)c3)c2c1=O
    nt	-2%	-0.1	?	?	i	-15%	-18%	-0.3%
CCOC(=O)c1ccc(N(CCC2CO2)S(=O)(=O)c2ccc(C)cc2)cc1 (centres undefined)
    i	nt	-1.3	-23%	-11%	i	2%	-6%	2.5%
COc1cc(OC)c(C(=O)OC(C)C(=O)Nc2cccc(C(F)(F)F)c2)cc1OC (centres undefined)
    i	1%	0.9	-25%	?	i	-4%	0%	3.1%
C/C(=N\NS(=O)(=O)c1ccc(Br)cc1)c1ccc2c(c1)OCO2
    i	2%	-4.9	1%	16%	i	7%	-3%	-0.7%
COCCn1c(SCC(=O)c2c[nH]c3ccccc23)nc2cc(C(=O)NC(C)C)ccc2c1=O
    i	nt	nt	?	?	nt	-11%	-15%	3.1%
COc1cccc(N2CC(NC(=O)c3ccc(S(=O)(=O)N4CCCCC4)cc3)CC2=O)c1 (centres undefined)
    nt	nt	nt	nt	-25%	nt	-1%	1%	0.1%
COc1ccc(S(=O)(=O)n2nc(OC(=O)c3ccco3)cc2N)cc1
    ?	0%	-0.2	-5%	0%	i	2%	-2%	0.1%
O=C(O)c1cccc(NC(=O)c2ccc3c(c2)C(=O)N(Cc2ccco2)C3=O)c1
    i	-2%	2.3	-5%	15%	i	4%	-5%	-0.3%
CC1CCN(C(=O)c2ccc(N(C)S(C)(=O)=O)cc2)CC1
    ?	0%	-0.8	nt	0%	?	-1%	0%	0.0%
CCOC(=O)c1c(C)n(C)c2ccc(O)c(CN(C)C)c12
    i	2%	-0.7	0%	?	nt	-17%	3%	8.0%
CCOn1c(=O)c(-c2ccccc2)[n+]([O-])c2ccccc21
    i	1%	-1.4	-11%	0%	i	-3%	-3%	3.7%
CCN(CC)c1ccc(NC(=O)c2ccccc2)cc1S(=O)(=O)Nc1ccccc1OC
    i	?	-1.3	-16%	-14%	i	2%	20%	8.6%
CCOC(=O)CSc1nnc(-c2ccoc2C)n1-c1ccc(OCC)cc1
    i	0%	-2.1	6%	-9%	i	-23%	2%	1.4%
COc1ccc(CC(NC(C)=O)C(=O)NC2CCN(S(=O)(=O)c3ccc(NC(C)=O)cc3)CC2)cc1 (centres undefined)
    i	1%	1.3	10%	0%	i	-5%	10%	0.1%
Cc1ccc(C)c(CN2C(=O)C(=O)c3ccccc32)c1
    i	nt	nt	nt	6%	nt	7%	7%	-1.3%
COc1ccc(CNC(=O)c2cc3c(-c4ccc(Cl)cc4)nn(C)c3s2)cc1
    nt	nt	nt	-10%	-22%	nt	-9%	-2%	6.1%
COc1cccc(NS(=O)(=O)c2ccc3[nH]c4c(c3c2)CCCCCC4)c1
    i	nt	nt	?	?	nt	13µM*	-20%	-0.3%
CC1(O)C(c2ccccc2)=Nc2ccccc21 (centres undefined)
    i	nt	2.1	nt	0%	i	-27%	nt	?
COC(=O)c1ccc(C(=O)OC)c(NC(=O)CN(c2ccccc2)S(=O)(=O)N(C)C)c1
    i	0%	-2.7	-4%&3%	17%&5%	i	8%&-26%	13%&4%	-0.9%[9.22 µM]
COc1ccc2oc(C(=O)OCC(=O)N(C)Cc3ccccc3)c(C)c2c1
    i	3%	-2.3	-9%	5%	i	-12%	0%	3.1%

In a second layout: 2 of the compounds above
Compound: O=C(O)c1cccc(NC(=O)c2ccc3c(c2)C(=O)N(Cc2ccco2)C3=O)c1
  ATXN viability = i	MmCpn inh = -2%	CCT chaperon mod = 2.3	Nrf2 inh = -5%	TGFb SMAD3 inh = 15%	pAkt inh = i	HepG2 tox = 4%	A549 tox = -5%	Nrf2 activator = -0.3%

Compound: CC1CCN(C(=O)c2ccc(N(C)S(C)(=O)=O)cc2)CC1
  ATXN viability = ?	MmCpn inh = 0%	CCT chaperon mod = -0.8	Nrf2 inh = nt	TGFb SMAD3 inh = 0%	pAkt inh = ?	HepG2 tox = -1%	A549 tox = 0%	Nrf2 activator = 0.0%

More structures
Each structure is followed by: ATXN viability	MmCpn inh	CCT chaperon mod	Nrf2 inh	TGFb SMAD3 inh	pAkt inh	HepG2 tox	A549 tox	Nrf2 activator
CCOC(=O)C1CCN(C(c2ccccc2OC)c2c(O)cc(C)n(CCOC)c2=O)CC1 (centres undefined)
    nt	nt	nt	nt	5%	nt	-5%	0%	0.1%
O=C(NCc1cccc(F)c1)C1CCN(c2nn3cc(-c4ccc(F)cc4)nc3s2)CC1
    nt	nt	nt	?	0%	nt	-1%	8%	5.1%
COc1ccc(C(C)C)cc1-c1cccc2nncn12
    i	nt	-1.1	nt	-4%	i	0%	nt	0.7%
Cc1cccc(-c2nnc(NC(=O)c3ccco3)s2)c1
    i	-5%	0.2	11%	0%	i	9%	0%	18%
O=C(/C=C/c1cccc(O)c1)c1ccc(N2CCOCC2)cc1
    ?	2%	-0.7	-2%	?	i	-38%	9%	14µM*
COc1c(S(=O)(=O)Nc2cccnc2)ccc(Cl)c1Cl
    i	-6%	0.6	-20%	2%	i	0%	5%	-0.9%
CCOc1ccccc1Nc1sc(C(=O)c2ccccc2)c(N)c1S(=O)(=O)c1ccc(C)cc1
    ?	nt	nt	nt	11%	nt	-2%	-20%	0.5%
Cc1cc(C(=O)Nc2ncc(C)s2)c2ccccc2n1
    i	-1%	1.1	-4%	11%	i	3%	-1%	6.3%
Cc1ccc(CNC(=O)C(=O)NCCC2CCCCN2S(=O)(=O)c2ccc(C)cc2)cc1 (centres undefined)
    i	-1%	2.3	?	-9%	i	-43%	9%	3.7%
CCCCCc1ccc(OCCCC[n+]2cccc(C)c2)c(CCCCC)c1
    ?	0%	-0.5	?	?	i	-101%	?	-2.6%
CCN1C(=O)[C@@H]2Cc3c([nH]c4ccccc34)C(c3cc(OC)c(OC)c(OC)c3)N2C1=S (some centres undefined)
    i	-2%	1.6	7%	158%[activator]	i	-27%	13%	9.0%
CC(C)NC(=O)C1(C)CCN1C(=O)c1ccc2c(c1)OCO2 (centres undefined)
    i	nt	0.1	nt	-6%	i	4%	nt	0.3%
N#Cc1cc(Oc2ccccc2)c(-n2nnc3ccccc32)cc1C#N
    i	2%	-0.5	?	-7%	i	-4%	-4%	-0.7%
CCc1nc(SCC(=O)OC(C)C)c2ccccc2n1
    i	-3%	-3.6	-26%	0%	i	6%	4%	0.3%
COc1ccccc1-n1c(C)cc(SC)c(C(C)=O)c1=S
    i	2%	1.8	nt	12%	i	-1%	-1%	0.0%
O=C(NCCCc1ccccc1)C1CC(=O)N(c2ccc3c(c2)OCCO3)C1 (centres undefined)
    i	1%	-5.9	-5%	-14%	i	-25%	-2%	0.2%
CCCn1nc(NC(=O)c2ccco2)c2cc3ccccc3nc21
    nt	-7%	-1.5	-21%	-13%	i	-6%	18%	1.5%
COc1ccc(NC(=O)NC(C)c2ccccc2)cc1 (centres undefined)
    i	4%	0.5	-9%	-2%	i	8%	-1%	-0.5%
CCN(c1ccccc1)c1cc(C)nc2nc(C)nn12
    i	1%	-2.7	-10%	-1%	i	-12%	-1%	0.6%
CCC(C)NC(=O)CS(=O)Cc1nc(-c2cccc(C)c2)oc1C (centres undefined)
    i	0%	-0.7	-10%	-5%	i	-19%	3%	-0.1%
O=C1NC2(CCCCC2)Oc2ccccc21
    i	0%	-4.5	-8%	-4%	i	19%	-9%	0.1%
Cc1c(NC(=O)CN2C(=O)C3C4C=CC(C4)C3C2=O)c(=O)n(-c2ccccc2)n1C (centres undefined)
    i	3%	-1.1	24%	6%	i	-1%	-1%	2.7%
